Screening results as filed in PubChem.
DAGLB inh = DAGLB lipase inhibitors, primary screen, biochemical, fluorescence, HTS; Diacylglycerol lipase-beta (Homo sapiens), Q8NCG7; HEK293T DAGLB membrane lysate, EnzChek fluorogenic substrate; inhibition, % at 5.17 µM; 0.059% of 340,000 active; AID 504411, 2011; in the data active means inhibition above about 34%;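 further: 0% = enzyme with vehicle and 100% = wells lacking enzyme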
Arr AP2 block = inhibitors of beta-arrestin/AP2 binding, primary screen, biochemical, GPCR trafficking, flow cytometry; beta-arrestin 1 C-terminal peptide binding to AP2 beta2-adaptin appendage (human); FITC-arrestin peptide / GST-AP2 beads; AP2 beta2 appendage carries R879A mutation; inhibition, % at 10 µM; 0.31% of 340,000 active;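 active means inhibition above a set limit, near 3 SD of compounds lacking own fluorescence, cut at about 54% in these data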;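 further: plate controls were DMSO wells for no effect and 5 µM unlabelled arrestin peptide for full effect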
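test system = AP2 appendage R879A on GSH beads | buffer or medium = PBS plus Tween 20 (0.05%) and BSA (0.1%) | incubation = 12 min plus 1 h, RT | detection = bead flow cytometry, FITC channel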
C-LANA FP = inhibitors of KSHV C-LANA binding to DNA, primary screen, biochemical, fluorescence polarization, FAM-LBS DNA, MBP-C-LANA, single point; Kaposi's sarcoma herpesvirus LANA C-terminal domain (residues 932-1162) DNA binding; inhibition, % at 9 µM; 0.078% of 340,000 active;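 active means highest replicate inhibition at or above 60% at 9 µM, even if other replicates fall short; inactive means all replicates below 60% inhibition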;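 further: 0% = neutral control wells and 100% = 4 µM acridine orange control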
PvdQ acylase = P. aeruginosa PvdQ acylase inhibitors, primary screen, biochemical, fluorescence, plate reader and imaging, single point; PvdQ acylase [Pseudomonas aeruginosa LESB58]; AID 488965, 2010; purified PvdQ acylase; 0.063% of 340,000 active; inhibition, % at 10 µM; in the data active means inhibition above about 30%, passing the limit was not always enough; inconclusive means no clear call, values can overlap the other calls;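 further: 0% = vehicle neutral wells and 100% = reference inhibitor wells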
Keap1-Nrf2 PPI = Keap1-Nrf2 protein-protein interaction inhibitors, primary screen, biochemical, fluorescence polarization, single point. 0.15% of 340,000 active. Kelch-like ECH-associated protein 1 (Homo sapiens), Q14145. Keap1 Kelch-Nrf2 peptide fluorescence polarization, 1536-well. inhibition, % at 9.4 µM; in the data active means inhibition above about 12%; inconclusive means no clear call, values can overlap the other calls; inactive means below about 7.3%;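 further: human Keap1 Kelch domain with fluorescein labeled Nrf2 9mer peptide probe; 0% = neutral control wells and 100% = peptide positive control; higher means more block of Keap1 binding to Nrf2 peptide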
SR-BI uptake up = activators of SR-BI mediated DiI-HDL uptake, primary screen, ldlA[mSR-BI] CHO cells, DiI fluorescence. 0.096% of 320,000 active. AID 504775, 2011. activation, % at 12.5 µM. 3 h; 100 = double the neutral-control signal;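 active means mean replicate activation of at least 60% and every replicate at or above 60%; inconclusive means mean or all-replicate condition met, but not both; inactive means mean below 60% and not all replicates reaching 60%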;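 further: 0% = median plate neutral-control signal and 100% = twice that signal; values of inactives mirror those of a sister screen read the other way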
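Test system: SR-BI-overexpressing, LDLR-lacking CHO cells; Medium: Ham's F12 with 0.5% BSA, HEPES 25 mM, pH 7.4; Schedule: 3 h, 37 °C; Technique: bottom-read fluorescence, 550/595 nm.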
Cardiac RTF inh = cardiac RTF calcium sensitivity inhibitors, primary screen, biochemical, IANBD-TnC fluorescence, EC70 calcium; Troponin I, cardiac muscle (Homo sapiens) + Troponin T, cardiac muscle (Homo sapiens) + …; IANBD-labeled cardiac RTF, Ca2+ fluorescence; inhibition, % at 7.15 µM; 0.12% of 340,000 active;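 active means inhibition above the mean inhibition of all tested compounds plus 3 SD, cut at about 17% in these data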;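 further: assay run at fixed EC70 calcium of 1.6 mM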
PKA-R2B act = activators of PKA-R2B holoenzyme, primary screen, biochemical, fluorescence polarization, Cy5-IP20, human | cAMP-dependent protein kinase catalytic subunit beta (Homo sapiens) + cAMP-dependent … | PKA-R2B holoenzyme dissociation; R2B truncated from residue 108, S112A mutant; 0% DMSO only, 100% 113 µM cGMP | activation, % at 11.4 µM | 0.079% of 340,000 active | AID 504700, 2011;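 active means activation above a cutoff set at the mean over all compounds plus 3 SD, cut at about 18% in these data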;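 further: higher means more holoenzyme dissociation and a rise in polarization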
Target sequence (P31323 whole entry, looked up, other chains not shown, the tested form may be a part): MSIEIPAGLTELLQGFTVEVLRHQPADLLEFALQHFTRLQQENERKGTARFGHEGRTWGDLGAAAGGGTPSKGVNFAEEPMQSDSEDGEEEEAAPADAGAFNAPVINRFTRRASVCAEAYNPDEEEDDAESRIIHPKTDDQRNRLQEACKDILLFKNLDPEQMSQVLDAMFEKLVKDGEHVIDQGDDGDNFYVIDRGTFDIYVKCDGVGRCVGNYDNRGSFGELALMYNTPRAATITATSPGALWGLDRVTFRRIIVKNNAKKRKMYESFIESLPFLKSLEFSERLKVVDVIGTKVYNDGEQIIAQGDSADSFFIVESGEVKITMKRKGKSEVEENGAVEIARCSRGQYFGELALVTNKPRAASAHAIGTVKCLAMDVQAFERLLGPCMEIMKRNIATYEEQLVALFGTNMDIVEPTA
NSD2 inh = NSD2 histone methyltransferase inhibitors, primary screen, biochemical, AlphaScreen, single concentration, set 2; Histone-lysine N-methyltransferase NSD2 (Homo sapiens), O96028; NSD2 peptide methylation, 120 min; inhibition, % at 12.5 µM; 0.54% of 310,000 active; AID 743445, 2014; in the data active means inhibition above about 50%
SR-BI HDL uptake = inhibitors of SR-BI mediated HDL lipid uptake, primary screen, ldlA[mSR-BI] cells, fluorescence, single point | 0.96% of 320,000 active | inhibition, % at 12.5 µM | Scavenger receptor class B member 1 (Mus musculus), Q61009 | AID 488896, 2010 | ldlA[mSR-BI] CHO cells, DiI-HDL uptake fluorescence, 3 h;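 active means mean replicate inhibition of at least 70% and a set share of replicates each scoring 70 or more; inconclusive means meets just one of the two criteria; inactive means fails both criteria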;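 further: 0% = median of neutral control wells and 100% = median of positive control wells; values of inactives mirror those of a sister screen read the other way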
Target sequence (Q61009 whole entry, looked up): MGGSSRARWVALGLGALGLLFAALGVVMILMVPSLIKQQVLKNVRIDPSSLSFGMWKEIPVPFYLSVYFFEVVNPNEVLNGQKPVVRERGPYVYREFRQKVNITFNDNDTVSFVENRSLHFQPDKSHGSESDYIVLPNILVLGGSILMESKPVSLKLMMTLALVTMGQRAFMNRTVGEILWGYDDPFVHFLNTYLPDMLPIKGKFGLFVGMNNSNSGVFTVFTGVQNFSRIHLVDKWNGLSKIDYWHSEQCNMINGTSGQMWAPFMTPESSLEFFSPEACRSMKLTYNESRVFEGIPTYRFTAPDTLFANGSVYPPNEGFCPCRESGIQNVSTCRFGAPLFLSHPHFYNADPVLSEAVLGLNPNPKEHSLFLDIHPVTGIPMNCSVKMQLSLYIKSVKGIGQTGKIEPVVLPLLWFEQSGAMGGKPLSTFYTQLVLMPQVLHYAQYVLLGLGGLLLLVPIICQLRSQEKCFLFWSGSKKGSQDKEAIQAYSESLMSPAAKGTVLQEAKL
The depositor's hits bear a star; ? = inconclusive; · = no result given. Rows are unselected; overall some 2.1% were active at least once.

cpd | Molecule | DAGLB inh | Arr AP2 block | C-LANA FP | PvdQ acylase | Keap1-Nrf2 PPI | SR-BI uptake up | Cardiac RTF inh | PKA-R2B act | NSD2 inh | SR-BI HDL uptake
1 | CCCn1nnnc1SCC(=O)Nc1cccc(NC(=O)c2ccco2)c1 | -4 | 19 | -0.3 | 8 | -1 | -33 | 7 | -10 | -2 | 33
2 | CC(=O)N(CCCN(C)C)c1nc2ccc(C)cc2s1 | -2 | -52 | -1.0 | 10 | 1 | · | -14 | -7 | 5 | ·
3 | O=C(CSc1nnc(Nc2ccccc2F)s1)NCC1CCCO1 (configuration not stated) | -1 | 22 | 0.4 | 3 | 4 | 8 | -1 | 3 | -3 | -8
4 | COc1cc2c(cc1NC(=O)C(F)(F)F)-c1ccc(NC(=O)C(F)(F)F)cc1C2 | -1 | -18 | 3.0 | -10 | -5 | -59 | 1 | -3 | -1 | 59
5 | Cc1cc(Cl)ccc1NC(=O)CN(C)C1=NS(=O)(=O)c2ccccc21 | -1 | 30 | -1.5 | 2 | 5 | 7 | 3 | 3 | -4 | -7
6 | NC(=O)c1nsc(C(=O)N(c2ccccc2)C(C(=O)NCC2CCCO2)c2cccs2)c1N (configuration not stated) | 2 | 2 | -0.8 | -4 | -3 | 10 | -7 | 7 | 3 | -10
7 | CSc1nc(/C=C2\C=Nc3ccccc32)c(O)n1C | 2 | 9 | -0.4 | -6 | -6 | -36 | 4 | 1 | 4 | 36
8 | CC(C)(C)OC(=O)N1CSC[C@H]1C(=O)NC[C@H](CC(=O)O)c1ccc(Cl)cc1 | -1 | 5 | 0.1 | -14 | 1 | -78 | -6 | -5 | -6 | 78*
9 | COc1ccc(C(=O)Cn2nnc(-c3ccccc3-n3cnnn3)n2)cc1 | -1 | 18 | -1.4 | 7 | -3 | -21 | -12 | 2 | 1 | 21
10 | CCC(NC(=O)Nc1nccs1)(C(F)(F)F)C(F)(F)F | 1 | 14 | 0.7 | -8 | 4 | · | -3 | 5 | -3 | -18
11 | C=CCC1(CC=C)CCCN1C(=O)c1cc(COc2cccc(C(F)(F)F)c2)on1 | -20 | -7 | 0.0 | 13 | -1 | -8 | -3 | -10 | 6 | 8
12 | O=C(CN1C(=O)/C(=C/c2ccccc2)SC1=S)Nc1cccnc1 | 3 | 0 | -1.0 | -8 | -3 | 3 | -17 | 0 | 0 | -3
13 | COc1ccc(OC)c(CNCc2ccc3c(c2)OCO3)c1 | -3 | 34 | 0.7 | -4 | 3 | 15 | -5 | 5 | 0 | -15
14 | O=C(CN1C(=O)c2ccccc2C1=O)NC1CCCCCC1 | 1 | 25 | 0.4 | 5 | -2 | · | -1 | 2 | -1 | ·
15 | COc1ccccc1NC(=O)C(C/C=C(/C)Cl)C(C)=O (configuration not stated) | -4 | 3 | 1.3 | -10 | -2 | -47 | -17 | -10 | -2 | 47
16 | O=S1(=O)CCOCCCN1Cc1cccc(C(F)(F)F)c1 | 1 | 3 | 2.0 | -10 | -2 | 17 | -4 | -10 | · | -17
17 | C/C(=N\NC(=O)c1c[nH]c2ccccc12)c1ccc(C)o1 | -1 | 18 | -2.1 | -12 | -5 | 23 | -7 | -1 | 5 | -23
18 | O=C(c1cc(F)c(F)c(F)c1F)N1CCN(C(=O)C2CCCO2)CC1 (configuration not stated) | -1 | 26 | -1.4 | -8 | 1 | 0 | 0 | 14 | -1 | 0
19 | Cc1ccccc1N/C(=C(/C(Cl)=C(Cl)Cl)[N+](=O)[O-])n1nnc2ccccc21 | 7 | -1 | 0.4 | 2 | -2 | -1 | -5 | 0 | 7 | 1
20 | COc1ccc(OCc2cc(C(=O)N(C)Cc3cnccn3)no2)c(Cl)c1 | -1 | -8 | 3.0 | -16 | -1 | -12 | 4 | 0 | -1 | 12
21 | O=C(NCc1cccnc1)Nc1ccc(Br)cc1 | -1 | 21 | 1.8 | 2 | -1 | -4 | -4 | -1 | 2 | 4
22 | O=C(Nn1cnnc1)c1ccc(Br)s1 | 0 | 1 | 0.4 | -5 | -5 | 10 | 2 | -10 | -3 | -10
23 | COC(=O)c1cc(S(=O)(=O)N2CCCCCC2)cn1C | 2 | -7 | 0.8 | -3 | -5 | -6 | -1 | -1 | -1 | 6
24 | Cn1c(N2CCOCC2)c(/C=N/O)c2ccccc21 | -1 | 10 | 0.9 | 5 | -2 | 10 | 3 | -7 | 5 | -10
25 | COc1cc(NC(=O)c2ccc(OC)c([N+](=O)[O-])c2)ccc1NC(=O)c1ccco1 | -11 | 18 | -4.6 | -2 | -3 | -42 | -3 | 1 | -1 | 42
26 | CCN(C(=O)COc1cccc2cccnc12)C1CCS(=O)(=O)C1 (configuration not stated) | 2 | -1 | 0.9 | -2 | 0 | 0 | -7 | -11 | 41 | 0
27 | Cc1ccc(C(=O)Nc2ccc(S(=O)(=O)N3CCc4ccccc43)cc2)o1 | -3 | -3 | -1.2 | 9 | 0 | 8 | -18 | -11 | -4 | -8
28 | Cn1cc(CNC(=O)C2CCC(=O)N(Cc3ccc(Cl)cc3)C2)cn1 (configuration not stated) | -1 | -18 | 0.0 | -5 | -5 | 24 | -9 | -5 | -3 | -24
29 | CCOC(=O)CSc1nc2ccc(N)cc2s1 | -5 | 1 | -0.9 | 18 | 2 | 8 | -2 | -3 | 1 | -8
30 | COc1cccc(NS(=O)(=O)c2ccc(Br)s2)c1 | -2 | 6 | 0.3 | -11 | 10 | -2 | -4 | -6 | -1 | 2
31 | O=C(c1cc(-c2ccc(Cl)cc2)on1)N1CCCCCC1 | -2 | -2 | -0.7 | -13 | -5 | -6 | -7 | 0 | 0 | 6
32 | COc1ccccc1CNC(=O)C1(C)Oc2cccnc2NC1=O (configuration not stated) | -2 | -18 | -0.4 | -5 | 3 | 3 | 2 | -4 | 3 | -3
33 | CCCn1ncc(CN2CCC(Cc3cccc(F)c3)(C(=O)OCC)CC2)c1C | -2 | 37 | -0.9 | 5 | -3 | -6 | -4 | 11 | 0 | 6
34 | CC(=O)c1ccc(S(=O)(=O)NC2CC(=O)N(c3ccc(C)c(C)c3)C2)cc1 (configuration not stated) | 1 | 3 | 0.4 | -7 | -2 | 8 | -4 | -3 | 0 | -8
35 | CCCNC(=O)c1ccccc1NC(=O)Nc1ccccc1C | -2 | 14 | 0.5 | 13 | -1 | 8 | -5 | -4 | 0 | -8
36 | Cc1cc([N+](=O)[O-])cc2c1NCC1CC=CC21 (configuration not stated) | 6 | -8 | -1.5 | 5 | 6 | -12 | -1 | 2 | 40 | 12
37 | Cc1ccc(C(=O)NC(C)c2ccc(S(N)(=O)=O)cc2)s1 (configuration not stated) | 0 | 14 | -0.9 | -14 | -3 | 6 | -3 | -7 | 3 | -6
38 | Cc1cc(/C=C2/NC(=S)NC2=O)c(C)n1-c1cccnc1 | -1 | 25 | -0.2 | -5 | 0 | 4 | -14 | -7 | 4 | -4
39 | COc1ccc(Cl)cc1NC(=O)COC(=O)c1cc(NS(=O)(=O)c2cccs2)ccc1O | -1 | -2 | -1.6 | -4 | -2 | -10 | -9 | 7 | 0 | 10
40 | Cc1ccc(NC(=O)COC(=O)c2cccc3c2C(=O)c2ccccc2C3=O)c(C)c1 | -1 | 7 | 1.0 | 20 | 2 | -48 | 0 | -5 | 1 | 48
41 | O=C(COc1ccc(Cl)cc1)NCCNc1ccc([N+](=O)[O-])cc1 | -1 | -5 | 3.1 | -1 | -4 | 3 | 0 | 3 | 23 | -3
42 | CC(NC(=O)Nc1cccc([N+](=O)[O-])c1)(C(F)(F)F)C(F)(F)F | 3 | 11 | 0.7 | -12 | 0 | -15 | -5 | -3 | · | 15
43 | COc1ccc(NC2=C(C(C)=O)C(c3ccc(N(C)C)cc3)C(C(C)=O)C(C)(O)C2)cc1 (configuration not stated) | 2 | 37 | -1.2 | -8 | -1 | 20 | -2 | 2 | -2 | -20
44 | O=C(NNC(=O)c1cc(-c2ccccc2)nc2ccccc12)c1csc(N2CCOCC2)n1 | 0 | 23 | -2.0 | 4 | 0 | -34 | 0 | 1 | -2 | 34
45 | Cc1ccc(S(=O)(=O)N2CCC(C)CC2)cc1C(=O)NCc1ccccn1 | 0 | 15 | -1.5 | -8 | -3 | 8 | -9 | 12 | -7 | -8
46 | COc1cc(NC(=O)c2cc(S(=O)(=O)N3CCc4ccccc43)cn2C)cc(OC)c1OC | -1 | 24 | -0.7 | 1 | 1 | -24 | -4 | 8 | 4 | 24
47 | COCCN1C(=O)N(c2ccc(Cl)cc2)C(=O)C1CC(=O)Nc1cc(OC)cc(OC)c1 (configuration not stated) | -1 | 13 | -1.5 | -14 | 0 | 10 | -1 | 9 | 0 | -10
48 | CC(C)N(Cc1nc(-c2ccccc2)no1)S(=O)(=O)c1ccccc1 | -4 | 7 | -1.0 | 4 | -5 | 7 | -5 | 1 | · | -7
49 | Cc1ccc(C)c(NC(=O)NNC(=O)c2cc3occc3[nH]2)c1 | -3 | 26 | 0.0 | 0 | 4 | 10 | -1 | 4 | 1 | -10
50 | CC(C)(C)OC(=O)N(CCc1ccccc1)Cc1ccccc1OCc1cccc(NC(=O)C2CC2)c1 | -19 | -13 | -5.8 | ? | -3 | -19 | -7 | -7 | · | 19

By substructure, the compounds so far containing an NH in an aromatic ring.
cpd | Molecule | DAGLB inh | Arr AP2 block | C-LANA FP | PvdQ acylase | Keap1-Nrf2 PPI | SR-BI uptake up | Cardiac RTF inh | PKA-R2B act | NSD2 inh | SR-BI HDL uptake
17 | C/C(=N\NC(=O)c1c[nH]c2ccccc12)c1ccc(C)o1 | -1 | 18 | -2.1 | -12 | -5 | 23 | -7 | -1 | 5 | -23
49 | Cc1ccc(C)c(NC(=O)NNC(=O)c2cc3occc3[nH]2)c1 | -3 | 26 | 0.0 | 0 | 4 | 10 | -1 | 4 | 1 | -10
